Bioassay records as filed in PubChem.
KCNH2 WT inh: qHTS for Inhibitors of KCHN2 3.1: Wildtype qHTS; 340,000 compounds, 0.37% hits; Voltage-gated inwardly rectifying potassium channel KCNH2 (Homo sapiens), Q12809; activity change, % at 1.84 µM; AID 720551, 2013; U2OS, BacMam KCNH2, thallium flux FluxOr; stronger effect = lower value;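 active = maximum activity change below -70%; inconclusive = maximum activity change between -70% and -50%; inactive = maximum activity change above -50%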
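U2OS cells transduced with wild-type KCNH2 virus are loaded with FluxOr dye for 45 min, and thallium flux is measured in kinetic reads before and after stimulation buffer. Rate constants are normalized to DMSO controls.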
USP2a block: qHTS Assay for Inhibitors of Ubiquitin-specific Protease USP2a Using CHOP2 as the Reporter. USP2 core, Ub-CHOP2 coupled fluorogenic reporter, 485/531. Ubiquitin carboxyl-terminal hydrolase 2 (Homo sapiens), O75604. Potency, µM (titrated, usually from 38.3 µM), without a hit: at the highest dose activity change, negative = inhibition, actives largely listed as inhibitors. AID 463254, 2010. 330,000 compounds, 0.01% hits;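 note: potency is the fitted concentration of half-maximal effect; plate controls were DMSO wells for no effect and full inhibition by NEM control for full effect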
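Deubiquitinase activity read as fluorescence (485/531 nm) after Ub-CHOP2 cleavage activates the enterokinase reporter on its substrate; USP2 core 10nM, Ub-CHOP2 and substrate 25nM each, 30min compound preincubation then 60min RT; data normalized to NEM, curves fitted.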
FBPA coupling cs: qHTS Assay for Inhibitors of Fructose-1,6-bisphosphate Aldolase from Giardia Lamblia: Coupling assay counterscreen; 290,000 compounds, 0.67% hits; AID 2472, 2010; coupling enzyme system counterscreen, AmpLite Red fluorescence; activity change, negative = inhibition, % at 58.2 µM, hits read low; in the data active = activity change below about -30%
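Counterscreen of the coupled detection system alone, without aldolase: glyceraldehyde-3-phosphate coupling enzymes plus AmpLite Red readout. Compounds at 57.5 uM final, 10 min RT preincubation, 20 min RT reaction, fluorescence 525/598 nm.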
B2AR arrestin: qHTS assay of beta-arrestin-biased ligands of beta2-adrenergic receptor; beta-arrestin recruitment to beta2AR, cell-based reporter; Potency, µM (series often up to 46.1 µM), for the others: at the highest dose activation, hits mostly activators; AID 492947, 2010; 330,000 compounds, 0.02% hits;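 note: potency is the fitted concentration of half-maximal effect; 0% = DMSO controls and full agonism = EC100 isoproterenol or metaproterenol; nearly all actives have a fitted effect of over 65% in size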
Chronic BCR inh: qHTS Assay to Find Inhibitors of Chronic Active B-Cell Receptor Signaling; ABC-DLBCL IkBa-CBG/CBR reporter, luminescence ratio, 4 h; Potency, µM (highest dose often 46.1 µM), inactives show top-dose ratio change, negative = lower green/red ratio, usual class: inhibitors; 340,000 compounds, 0.05% hits; active = well fitted inhibition curve with a large enough effect in the signal ratio, with a control signal flat, not every such curve was filed as active; inconclusive = small, poorly fitted or top-dose-only effect, or effect the other way, or a change in a side signal; the % refers to the signal ratio;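 note: potency is the fitted concentration of half-maximal effect; plate controls were basal doxycycline-induced cells for no effect and cells given 10 µM MG132 for full effect; MG132 reads +100%, hits lower the ratio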
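Compounds up to 46 uM were incubated four hours with TMD8 cells whose green CBG68 luciferase is fused to IkappaBalpha; red CBR luminescence normalised the signal, and concentration-effect curves were fitted to fusion, red and ratio data.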
PKM2 activator: qHTS Assay for Activators of Human Muscle isoform 2 Pyruvate Kinase. AID 1631, 2009. 260,000 compounds, 0.34% hits. Pyruvate kinase PKM (Homo sapiens), P14618. Potency, µM (highest dose often 57.5 µM), without a hit: at the highest dose activation, actives largely listed as activators. purified PKM2, Kinase-Glo ATP luminescence, activation; response scale: 0% is enzyme alone, no compound; note: potency is the fitted concentration of half-maximal effect; nearly all actives have a fitted effect of over 55% in size
Target sequence (P14618 whole entry, looked up, canonical isoform): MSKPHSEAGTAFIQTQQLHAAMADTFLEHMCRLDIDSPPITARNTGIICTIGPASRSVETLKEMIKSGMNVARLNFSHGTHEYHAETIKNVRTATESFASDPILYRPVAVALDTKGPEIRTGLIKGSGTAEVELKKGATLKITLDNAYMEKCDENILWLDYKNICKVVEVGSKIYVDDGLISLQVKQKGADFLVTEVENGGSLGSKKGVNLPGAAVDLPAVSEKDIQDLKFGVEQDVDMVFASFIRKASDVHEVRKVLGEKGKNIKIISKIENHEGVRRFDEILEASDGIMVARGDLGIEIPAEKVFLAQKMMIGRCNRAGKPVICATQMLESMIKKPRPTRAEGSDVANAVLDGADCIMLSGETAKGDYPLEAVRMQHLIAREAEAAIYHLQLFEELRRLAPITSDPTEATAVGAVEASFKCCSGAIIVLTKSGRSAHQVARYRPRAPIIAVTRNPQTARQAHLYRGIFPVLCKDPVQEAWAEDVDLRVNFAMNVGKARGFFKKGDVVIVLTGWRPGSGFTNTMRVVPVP
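ATP formation by purified human PK-M2, quantified via coupled luciferase luminescence after 1 h at room temperature with 0.1 mM ADP and 0.5 mM PEP final.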
Giardia kill: Small Molecules that selectively kill Giardia lamblia: qHTS; Giardia lamblia trophozoite viability; activity change, % at 7.66 µM, hits read low; 340,000 compounds, 0.15% hits; AID 540267, 2011; in the data active = activity change below about -80%; inconclusive = between about -30% and that limit;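 note: parasites exposed to compound for two days anaerobically before the ATP read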
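Viability, read as ATP luminescence: trophozoites at 100 cells/well, compound added, 48 hrs anaerobic at 37 deg C, then 15-30 min room-temperature development before reading.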
uPA generation: qHTS for Inhibitors of Cell Surface uPA Generation. Potency, µM (top dose mostly 38.3 µM), for inactives: at the highest dose activity change, negative = inhibition, most hits filed as inhibitors. cell surface uPA generation assay, qHTS. 330,000 compounds, 0.31% hits; active = well fitted inhibition curve with a large enough effect; inconclusive = small, poorly fitted or top-dose-only effect; inactive = no such curve, though single readings can be large or run the other way; tested in mouse RAW 264.7 cells; note: potency is the fitted concentration of half-maximal effect; nearly all actives have a fitted effect of over 55% in size
Eya2 phos inh: qHTS Assay for Inhibitors of the Phosphatase Activity of Eya2 | Protein phosphatase EYA2 (Homo sapiens), O00167 | recombinant Eya2, OMFP fluorescence dephosphorylation (OMFP is methylfluorescein phosphate) | Potency, µM (titrated, usually from 76.9 µM), for inactives: top-dose activity, negative = inhibition, hits mostly inhibitors | 330,000 compounds, 0.006% hits; note: potency is the fitted concentration of half-maximal effect
Target sequence (O00167 whole entry, looked up): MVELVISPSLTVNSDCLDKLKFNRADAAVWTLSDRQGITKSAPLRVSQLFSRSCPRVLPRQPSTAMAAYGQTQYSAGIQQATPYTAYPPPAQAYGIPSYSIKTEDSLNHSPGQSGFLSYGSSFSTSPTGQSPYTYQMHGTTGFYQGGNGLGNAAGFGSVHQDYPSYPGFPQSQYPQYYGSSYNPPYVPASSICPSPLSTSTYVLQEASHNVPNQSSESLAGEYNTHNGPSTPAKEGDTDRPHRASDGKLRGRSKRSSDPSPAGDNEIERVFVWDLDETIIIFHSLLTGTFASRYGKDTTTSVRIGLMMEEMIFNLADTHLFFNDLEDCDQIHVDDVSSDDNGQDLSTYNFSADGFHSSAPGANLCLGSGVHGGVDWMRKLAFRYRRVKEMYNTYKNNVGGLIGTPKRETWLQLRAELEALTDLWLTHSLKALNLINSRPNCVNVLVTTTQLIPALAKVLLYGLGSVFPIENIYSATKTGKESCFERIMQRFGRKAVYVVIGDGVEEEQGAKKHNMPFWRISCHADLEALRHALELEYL
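Eya2 protein (added as 0.2 uM solution) was preincubated with compound for 10 min at ambient temperature in 50 mM HEPES pH 7.5, 50 mM NaCl, 5 uM MgCl2, 0.05% BSA, 1 mM DTT. OMFP (added at 50 uM) then reacted 10 min; fluorescence read at 485/525 nm.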
KCNH2 3.1 inh: qHTS for Inhibitors of KCHN2 3.1: Mutant qHTS; Potassium voltage-gated channel subfamily H member 2, brain isoform KCNH2 3.1 (human); U2OS KCNH2 3.1, thallium flux FluxOr; stronger effect = lower value; activity change, % (tested at about 1.8 µM); 340,000 compounds, 0.95% hits;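 active = maximum activity change below -70%; inconclusive = maximum activity change from -70% to -50%; inactive = maximum activity change above -50%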;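 note: thallium influx rate constant from kinetic fluorescence after stimulation buffer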
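FluxOr-based Tl+ influx in U2OS cells transduced with KCNH2 3.1 virus; rate constants normalized to DMSO controls.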
GALK inh: qHTS Assay for Inhibitors of Human Galactokinase (GALK) | Potency, µM (series often up to 57.5 µM), inactives show at the highest dose activity change, negative = inhibition, hits mostly inhibitors | P51570 | Purified GALK, Kinase-Glo residual ATP luminescence | AID 1868, 2009 | 270,000 compounds, 0.007% hits; note: potency is the fitted concentration of half-maximal effect
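5 nM enzyme, 35 uM ATP, 100 uM galactose, 20 mM HEPES pH8.0, 5 mM MgCl2; 1 h RT; residual ATP by Kinase-Glo Plus luminescence, qHTS format.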
* hit, by the source's call; i = inactive; u = inconclusive; x = no result given. Unless noted, calls come from the whole dose curve; as a rule, active = well fitted curve in the direction sought with a large enough effect; inconclusive = small, poorly fitted or top-dose-only effect, or another doubt; inactive = no such curve, though single readings can be large; an effect the other way counts as inactive or inconclusive. Unless noted, % is set by controls: 0 for no effect and ±100 for the full control effect.

SMILES	KCNH2 WT inh	USP2a block	FBPA coupling cs	B2AR arrestin	Chronic BCR inh	PKM2 activator	Giardia kill	uPA generation	Eya2 phos inh	KCNH2 3.1 inh	GALK inh
CCOC(=O)N1CCN(C(=O)c2cccc(OC)c2OC)CC1	18.6	2.0%	-0.3	-0.3%	12.4%	-4.3%	-7.9	2.0%	15.6%	1.5	0.3%
CC(=O)c1cccc(N2C(=NC(=O)C(C)C)SC3CS(=O)(=O)CC32)c1 (configuration not stated)	4.4	4.7%	2.0	-0.2%	1.5%	0.4%	1.2	-3.3%	14.1%	13.5	3.2%
Cc1ccc(-n2nnnc2SCC(N)=O)c(C)c1	4.8	-0.8%	-1.0	0.0%	0.2%	0.4%	-7.6	x	9.9%	7.2	0.6%
CC(O)CNc1nc2c(c(=O)n(Cc3ccc(Cl)c(Cl)c3)c(=O)n2C)n1C (configuration not stated)	-3.3	2.4%	1.2	0.2%	u	7.0%	10.7	-14.7%	11.1%	-24.7	3.4%
COC(=O)C1(Cc2cc(-c3cccnc3)no2)CCN(C(=O)OC(C)(C)C)CC1	2.3	2.7%	2.0	-0.4%	12.8%	-4.3%	14.8	7.9%	4.6%	2.4	x
O=C1C=C(NC2=CC3OC(c4ccccc4)OCC3OC2=O)CCC1 (configuration not stated)	-2.5	3.8%	0.9	0.0%	u	14.2%	0.3	-3.3%	-8.5%	32.2	-0.1%
Cc1cccc(C)c1NC(=O)C(=O)NCc1ccccn1	1.7	-6.5%	x	-0.2%	-11.0%	-7.0%	3.6	1.1%	-12.1%	2.4	0.3%
Cc1ccc(S(=O)(=O)NC(C)C(=O)NC2CC2)cc1 (configuration not stated)	24.9	1.2%	x	0.2%	-0.8%	x	6.8	3.8%	-10.8%	-9.5	-4.2%
CC(C)c1nc(CNC(=O)CCc2nnc(-c3ccsc3)o2)cs1	14.2	2.9%	0.4	0.1%	u	7.4%	-0.7	-1.8%	-4.1%	-15.3	4.7%
COc1ccc(S(=O)(=O)Nc2ncccn2)cc1	-22.3	1.3%	0.0	-0.3%	1.9%	1.3%	-1.9	-1.2%	-6.8%	-13.7	-3.0%

3 of the entries above in order of the Eya2 phos inh value, ascending.
SMILES	Eya2 phos inh
Cc1ccc(S(=O)(=O)NC(C)C(=O)NC2CC2)cc1 (configuration not stated)	-10.8%
COc1ccc(S(=O)(=O)Nc2ncccn2)cc1	-6.8%
CC(O)CNc1nc2c(c(=O)n(Cc3ccc(Cl)c(Cl)c3)c(=O)n2C)n1C (configuration not stated)	11.1%

Following part
SMILES	KCNH2 WT inh	USP2a block	FBPA coupling cs	B2AR arrestin	Chronic BCR inh	PKM2 activator	Giardia kill	uPA generation	Eya2 phos inh	KCNH2 3.1 inh	GALK inh
O=C(Cn1cc(C(F)(F)F)ccc1=O)Nc1cc(S(=O)(=O)N2CCOCC2)ccc1Cl	-0.3	-3.3%	1.1	-0.5%	-3.2%	0.2%	-3.5	1.3%	-7.6%	-3.5	-3.9%
COc1cc([N+](=O)[O-])ccc1NC(=O)COC(=O)c1c[nH]c(=O)[nH]c1=O	-4.4	0.3%	x	0.0%	0.5%	x	-6.3	-0.1%	-1.2%	-7.9	x
CCC(C)[C@H](NC(=O)N1CCCCCC1)C(=O)O (some centres not stated)	4.6	2.2%	1.1	-0.3%	x	10.5%	17.5	-1.7%	-28.6%	0.2	0.8%
COc1ccc2nc(NC(=O)c3ccccc3O)sc2c1	-0.9	2.0%	-0.6	-1.0%	u	x	u	u	-1.5%	-15.8	0.5%
O=C(CCNS(=O)(=O)c1ccc2c(c1)CCC(=O)N2)Nc1ccc2c(c1)OCCO2	-13.2	2.9%	0.5	0.4%	-0.8%	4.0%	-11.7	-0.6%	-5.5%	1.0	0.6%
CCSc1nc2c(cnn2-c2ccc(C)cc2)c(=O)[nH]1	8.1	2.3%	2.0	-0.1%	4.7%	1.3%	-5.8	-6.1%	-2.1%	19.9	-3.9%
COC(=O)c1sc(NC(=O)C2CCCCC2C(=O)O)c(C(=O)OC)c1C (configuration not stated)	-3.0	-1.8%	16.4	-0.9%	-0.3%	14.0%	5.1	-3.5%	7.7%	-15.0	3.0%
CCSc1nnc(NC(=O)CSc2nccn2-c2cccc(C)c2C)s1	-1.4	2.8%	-2.7	0.5%	10.6%	-4.8%	2.3	6.5%	16.5%	-14.6	-2.4%
COc1ccc(OC)c(C(=O)c2ccc(C(=O)O)cc2)c1	-13.8	5.4%	-15.5	0.0%	-24.9%	9.0%	7.7	0.7%	11.3%	-5.5	2.1%
C#CCOCCOCCOCCNc1nc(N2CCN(C(=O)[C@H](C(C)C)n3cc(CCO)nn3)CC2)nc(N2CCN(C(=O)[C@H]([C@@H](C)CC)n3cc(CCCN=C(N)N)nn3)CC2)n1	-0.2	-1.2%	-0.1	-0.3%	u	-3.1%	-10.2	-14.7%	-5.2%	3.4	x
CCS(=O)c1ccccc1C(=O)OCC(=O)N1CCC(c2ccccc2)=N1 (configuration not stated)	5.3	6.1%	x	-0.1%	-13.7%	x	-0.1	-37.2%	3.7%	22.8	x
Cc1nc2ccc(Oc3ccccc3)cc2s1	-8.2	2.2%	x	0.0%	u	x	-14.9	9.2%	0.3%	9.9	x
CC(=O)Oc1ccc(C(=O)Cc2ccccn2)c(O)c1	1.8	1.1%	1.9	0.0%	9.3%	-0.6%	-3.6	8.5%	-1.3%	-8.6	x
Cc1ccc(N2CCN(Cc3ccccc3)CC2=O)c(C)c1	-2.8	-0.4%	-9.6	-0.5%	-3.0%	4.7%	-4.8	-9.5%	2.1%	7.1	-3.8%
CN(C(=O)c1c(Cl)nc2sccn12)C1CCCCC1	-21.0	1.7%	4.4	-0.2%	10.6%	-13.9%	25.1	-11.7%	2.8%	-36.1	1.7%
CN(CCOc1ccccc1)C(=O)c1cc([N+](=O)[O-])cc([N+](=O)[O-])c1	24.5	1.6%	-1.3	-0.5%	-4.0%	0.0%	1.2	x	-11.9%	0.9	4.3%
CCOc1cc(Cl)c(NC(C)=O)cc1OCC	-23.6	3.7%	2.2	-0.3%	-2.9%	-2.0%	2.4	2.9%	-0.1%	-4.5	1.6%
COC(=O)c1ccsc1NC(=O)c1ccc(Cl)s1	-2.4	-2.9%	-1.5	0.4%	5.9%	-7.8%	u	8.1%	7.2%	-11.6	0.9%
c1ccc2c(CNc3ccc(CNc4ncn[nH]4)cc3)cccc2c1	-7.3	-3.5%	2.4	u	-3.2%	-5.7%	-9.9	9.4%	-3.1%	-9.5	-4.2%
O=C(NC1CC2CCC1C2)c1ccco1 (configuration not stated)	-9.5	-2.2%	1.0	-0.2%	-0.4%	-2.7%	18.7	0.5%	13.0%	31.8	-3.9%
COc1ccccc1CNC(=O)c1oc2ccccc2c1C	-4.4	0.7%	x	-0.4%	-3.1%	6.5%	-6.9	3.3%	-6.3%	11.4	-6.7%
CCCOc1ccccc1NC(=O)Nc1ccccc1Cl	i	-2.5%	4.3	-0.2%	-11.5%	6.6%	-13.5	-0.9%	-7.4%	0.4	0.9%
CCCCN(C(=O)c1c(CC)noc1C)c1c(N)n(CCC)c(=O)[nH]c1=O	-14.0	0.2%	x	-0.2%	3.2%	x	-7.1	-0.7%	0.0%	5.4	x
Cc1ccc(OCC(=O)NCCc2c[nH]c3ccccc23)cc1	-3.5	-2.2%	2.7	-0.5%	-5.4%	3.6%	-10.9	-1.4%	-1.2%	3.7	0.7%
COC(=O)c1nc(NC(=O)c2ccc(Cl)cc2)n[nH]1	-16.0	-0.2%	0.4	0.1%	4.8%	-0.7%	-22.6	1.5%	-17.1%	5.8	-0.2%
CCc1ccc(-c2cc(C(=O)Nc3ccc(S(=O)(=O)NC(C)=O)cc3)c3ccccc3n2)cc1	1.3	-19.4%	-2.1	0.2%	u	-10.9%	-3.1	-3.1%	-5.0%	4.2	2.5%
COC(=O)c1ccc2nc(C)cc(Nc3ccccc3C)c2c1	6.4	1.8%	0.7	-0.3%	10.5%	1.8%	-4.5	2.9%	2.1%	9.6	-1.9%
COc1ccc(Cl)cc1NC(=O)CN(C)C(=O)c1ccc2c(c1)CC(c1ccccc1)OC2=O (configuration not stated)	7.3	-13.9%	x	-0.5%	u	x	2.7	u	1.9%	-7.7	x
Cc1ccccc1OCC(=O)NNC(=O)c1ccc(-n2cncn2)c([N+](=O)[O-])c1	-4.6	0.8%	x	0.2%	u	x	13.5	-2.7%	2.1%	3.6	x
